Source: PubChem BioAssay (several laboratories)
DAGLB inh = DAGLB lipase inhibitors, primary screen, biochemical, fluorescence, HTS; HEK293T DAGLB membrane lysate, EnzChek fluorogenic substrate; inhibition, % at 5.17 µM; 340,000 tested, 0.059% active; AID 504411, 2011; Diacylglycerol lipase-beta (Homo sapiens), Q8NCG7; in the data active = inhibition above about 34%;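 note: 0% = enzyme with vehicle and 100% = wells lacking enzyme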
Target sequence (Q8NCG7 whole entry, looked up): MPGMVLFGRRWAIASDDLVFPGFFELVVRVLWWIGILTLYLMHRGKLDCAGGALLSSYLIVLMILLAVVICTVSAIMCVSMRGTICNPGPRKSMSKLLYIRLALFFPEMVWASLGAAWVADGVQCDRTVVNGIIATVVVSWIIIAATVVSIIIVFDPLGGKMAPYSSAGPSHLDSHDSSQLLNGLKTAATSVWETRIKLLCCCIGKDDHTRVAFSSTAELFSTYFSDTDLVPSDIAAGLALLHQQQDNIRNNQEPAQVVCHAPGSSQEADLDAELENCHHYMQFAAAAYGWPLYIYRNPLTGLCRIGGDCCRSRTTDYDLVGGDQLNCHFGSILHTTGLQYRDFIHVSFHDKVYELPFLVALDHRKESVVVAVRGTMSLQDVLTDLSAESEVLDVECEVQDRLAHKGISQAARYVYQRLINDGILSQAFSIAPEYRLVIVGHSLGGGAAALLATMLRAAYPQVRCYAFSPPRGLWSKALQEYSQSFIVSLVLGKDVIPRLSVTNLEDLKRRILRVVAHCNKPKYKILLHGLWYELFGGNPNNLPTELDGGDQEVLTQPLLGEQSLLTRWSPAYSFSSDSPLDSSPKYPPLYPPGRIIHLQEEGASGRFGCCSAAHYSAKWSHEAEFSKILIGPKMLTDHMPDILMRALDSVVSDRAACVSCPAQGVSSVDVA
DSG3 Ab inh = inhibitors of pemphigus antibody binding to DSG3, primary screen, biochemical, bead-based, flow cytometry, scFv-GFP; Desmoglein-3 (Homo sapiens), P32926; DSG3-coupled beads, scFv-anti-DSG3-GFP binding; active compounds read low; binding (percent of control), % at 10 µM; 310,000 tested, 0.48% active;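 active = binding more than 3 SD below its plate's average and above zero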;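 note: hits lower antibody fragment binding to DSG3; some compounds called inactive have numbers as strong as hits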
V-ATPase pH = regulators of yeast V-ATPase proton pumping, primary screen, pHLuorin cytosolic pH fluorescence; S. cerevisiae; response, % at 10 µM; 350,000 tested, 0.37% active; AID 504577, 2011; in the data active = response mostly above about 7.3%, no sharp cut-off; inactive = mostly below about 5.4%; note: actives read high; inactives centre near 0; some compounds called inactive have numbers as strong as hits; reference of the scale not given here
The depositor's hits bear a star. These rows are one share of the data. The share of hits here may be higher or lower than overall.

cpd	DAGLB inh	DSG3 Ab inh	V-ATPase pH	SMILES
1	-5	100	-1	C[C@H]1CN([C@@H](C)CO)S(=O)(=O)c2ccc(Br)cc2O[C@H]1CN(C)Cc1ccc(F)cc1
2	3	102	0	COCCCN1C(=O)C(CC(=O)NCC2CCCCC2)CC(C(=O)N2CCOCC2)=C1C (stereo unspecified)
3	-1	98	0	COCC(=O)N(C)C[C@H]1Oc2ncc(C#C[C@H](C)O)cc2C(=O)N([C@@H](C)CO)C[C@H]1C
4	-1	111	1	COC(=O)CCN1CCC2CC1c1cc(N3CCCCC3)ccc12 (stereo unspecified)
5	3	103	-2	CCN(CC)C(=O)C1=C(C)N(Cc2ccc(C(C)(C)C)cc2)C(=O)C(CC(=O)NC2CCCC2)C1 (stereo unspecified)
6	3	59*	1	Cc1ccc(NC(=O)Cn2sc3ccccc3c2=O)cc1
7	2	108	0	CNC(=O)C[C@H]1C(=O)N(c2ccccc2)C[C@@H]1C
8	-7	107	1	Cc1ccc(Cc2c(-c3ccc(Cl)cc3)nc3ccc(Br)cn23)cc1
9	3	99	2	Cc1cc(/C=C(\C#N)C(=O)OCC(=O)N(C)c2c(N)n(Cc3ccccc3)c(=O)[nH]c2=O)c(C)n1CC(C)C
10	2	100	1	C[C@@H]1CN([C@@H](C)CO)C(=O)CCCn2nncc2CO[C@H]1CN(C)C(=O)Nc1ccc(-c2cccs2)cc1
11	-2	100	0	O=C(OCc1cn([C@H]2CN(Cc3cccs3)[C@@H](c3ccc(Cl)cc3)C[C@@H]2O)nn1)c1ccccc1
12	-1	106	0	C[C@H](CO)N1C[C@H](C)[C@H](CN(C)C(=O)c2ccccc2)OCc2cnnn2CCCC1=O
13	-7	138	1	O=C(NCc1ccccc1C(F)(F)F)c1cccc2c1C(=O)c1ccc(N3CCC(N4CCCCC4)CC3)cc1S2(=O)=O
14	-2	104	-4	C[C@H](CO)N1C[C@H](C)[C@H](CN(C)Cc2ccccc2)Oc2ncc(Br)cc2C1=O
15	-2	102	1	COc1ccc(CN(C)C[C@H]2OCc3cnnn3CCCC(=O)N([C@H](C)CO)C[C@@H]2C)cc1
16	5	100	3	COc1cc2nc3n(c(=O)c2cc1OC)-c1cc2ccccc2cc1C(=O)NC3Cc1ccccc1 (stereo unspecified)

Some of the entries above in a different format.
| no. | SMILES | DAGLB inh | DSG3 Ab inh | V-ATPase pH |
| --- | --- | --- | --- | --- |
| 3 | COCC(=O)N(C)C[C@H]1Oc2ncc(C#C[C@H](C)O)cc2C(=O)N([C@@H](C)CO)C[C@H]1C | -1 | 98 | 0 |
| 4 | COC(=O)CCN1CCC2CC1c1cc(N3CCCCC3)ccc12 (stereo unspecified) | -1 | 111 | 1 |
| 5 | CCN(CC)C(=O)C1=C(C)N(Cc2ccc(C(C)(C)C)cc2)C(=O)C(CC(=O)NC2CCCC2)C1 (stereo unspecified) | 3 | 103 | -2 |
| 6 | Cc1ccc(NC(=O)Cn2sc3ccccc3c2=O)cc1 | 3 | 59* | 1 |
| 7 | CNC(=O)C[C@H]1C(=O)N(c2ccccc2)C[C@@H]1C | 2 | 108 | 0 |
| 8 | Cc1ccc(Cc2c(-c3ccc(Cl)cc3)nc3ccc(Br)cn23)cc1 | -7 | 107 | 1 |
| 9 | Cc1cc(/C=C(\C#N)C(=O)OCC(=O)N(C)c2c(N)n(Cc3ccccc3)c(=O)[nH]c2=O)c(C)n1CC(C)C | 3 | 99 | 2 |
| 10 | C[C@@H]1CN([C@@H](C)CO)C(=O)CCCn2nncc2CO[C@H]1CN(C)C(=O)Nc1ccc(-c2cccs2)cc1 | 2 | 100 | 1 |
| 11 | O=C(OCc1cn([C@H]2CN(Cc3cccs3)[C@@H](c3ccc(Cl)cc3)C[C@@H]2O)nn1)c1ccccc1 | -2 | 100 | 0 |
| 12 | C[C@H](CO)N1C[C@H](C)[C@H](CN(C)C(=O)c2ccccc2)OCc2cnnn2CCCC1=O | -1 | 106 | 0 |
| 13 | O=C(NCc1ccccc1C(F)(F)F)c1cccc2c1C(=O)c1ccc(N3CCC(N4CCCCC4)CC3)cc1S2(=O)=O | -7 | 138 | 1 |

Other structures follow:
cpd	DAGLB inh	DSG3 Ab inh	V-ATPase pH	SMILES
17	1	109	0	CN(CCCn1cnc2c(OCc3ccccc3)ncnc21)Cc1ccco1
18	0	106	-1	CC1=C(C(=O)N2CCOCC2)CC(CC(=O)NCCCCc2ccccc2)C(=O)N1CCCN1CCCC1=O (stereo unspecified)
19	-1	100	4	COc1cccc(C#Cc2ccc3c(c2)O[C@@H](CN(C)C(=O)c2ccccn2)[C@@H](C)CN([C@H](C)CO)S3(=O)=O)c1
20	-2	107	-1	CCN1C(=O)[C@H]2[C@@H](c3ccc(C)cc3)N[C@]3(CCCN(Cc4ccc(OC)cc4)C3=O)[C@H]2C1=O
21	-3	95	2	CCCC#Cc1cnc2c(c1)C(=O)N([C@H](C)CO)C[C@@H](C)[C@@H](CN(C)C(=O)Nc1cccc(F)c1)O2
22	-3	106	-1	C[C@@H]1CN([C@H](C)CO)C(=O)c2cc(Br)cnc2O[C@@H]1CN(C)C(=O)NC1CCCC1
23	2	108	-3	O=C(C[C@@H]1C[C@@H]2c3cc(NC(=O)C4CCOCC4)ccc3O[C@@H]2[C@H](CO)O1)NCc1ccccn1
24	-4	107	-2	Cc1nc(N/N=C/c2cccc([N+](=O)[O-])c2)cc(N2CCCCC2)n1
25	1	101	1	Cc1ccc(S(=O)(=O)N2C[C@H]3N(C(=O)OC(C)C)N(C(=O)OC(C)C)C[C@H](OC(=O)NCc4ccccc4F)[C@@]3(O)C2)cc1
26	0	105	3	CCCCN1C(=O)C(CC(=O)NCCc2ccccn2)CC(C(=O)N(C)C)=C1C (stereo unspecified)
27	0	110	-2	COc1ccc(CN2CCC[C@]3(N[C@H](c4ccccc4)[C@@H]4C(=O)N(C)C(=O)[C@@H]43)C2=O)cc1
28	-3	110	3	COc1cccc(-c2cc(C(=O)O)c3cc4ccccc4cc3n2)c1OC
29	-1	97	-2	O=C1NC(Cc2ccc(O)cc2)c2nc3ccc(F)cc3c(=O)n2-c2cc3ccccc3cc21 (stereo unspecified)
30	0	104	0	COC(=O)[C@H]1C[C@H](OC(=O)NC2CCCC2)[C@@]2(O)CN(S(=O)(=O)c3ccc(C)cc3)CC2[C@H]1C(=O)OC (stereo partly specified)
31	0	113	2	CC1=C(C(=O)N(C)C)CC(CC(=O)NCCN2CCOCC2)C(=O)N1Cc1ccc(C(C)(C)C)cc1 (stereo unspecified)
32	0	110	1	COc1ccc([C@H]2N[C@]3(CCCN(Cc4ccc(Br)cc4)C3=O)[C@H]3C(=O)N(Cc4ccccc4)C(=O)[C@@H]23)cc1
33	-2	96	2	C[C@@H]1CN([C@H](C)CO)C(=O)c2cc(C#Cc3ccccc3F)cnc2O[C@@H]1CN(C)S(=O)(=O)c1ccccc1F
34	-1	100	1	C[C@H](CO)N1C[C@H](C)[C@H](CN(C)C(=O)c2ccccc2F)Oc2ncc(Br)cc2C1=O
35	-1	103	1	C[C@@H]1CCCCO[C@H](CN(C)Cc2ccc(C(=O)O)cc2)[C@H](C)CN([C@@H](C)CO)C(=O)c2cc(NC(=O)Nc3ccc(C(F)(F)F)cc3)ccc2O1
36	-10	107	0	O=C1NC(Cc2ccc(O)cc2)c2nc3cc(F)c(F)cc3c(=O)n2-c2cc3ccccc3cc21 (stereo unspecified)
37	-2	108	1	COc1ccc(CN(C)C[C@H]2OCCCC[C@@H](C)Oc3ccc(NS(C)(=O)=O)cc3C(=O)N([C@H](C)CO)C[C@@H]2C)cc1
38	3	106	4	CC(C)CC1NC(=O)c2cc3ccccc3cc2-n2c1nc1ccc(F)cc1c2=O (stereo unspecified)
39	0	107	-3	C[C@@H]1CCCCO[C@H](CN(C)C)[C@H](C)CN([C@@H](C)CO)C(=O)c2cc(NC(=O)Nc3ccc(C(F)(F)F)cc3)ccc2O1
40	-4	95	2	C[C@@H]1CN([C@H](C)CO)C(=O)CCCn2nncc2CO[C@@H]1CN(C)C(=O)Cc1ccccc1
41	0	110	0	C[C@H]1CN([C@@H](C)CO)C(=O)CCCn2nncc2CO[C@@H]1CN(C)Cc1cccc2c1OCCCO2
42	-3	102	-1	CC(C)C1C(=O)N(Cc2cn(Cc3ccco3)nn2)CCS(=O)(=O)N1Cc1ccc(-c2ccc(Cl)c(Cl)c2)cc1 (stereo unspecified)
43	1	99	-1	C[C@@H]1CCCCO[C@H](CN(C)C(=O)c2ccccc2)[C@@H](C)CN([C@H](C)CO)C(=O)c2cc(NC(=O)NC3CCCCC3)ccc2O1
44	-52	101	-2	Cc1ccc([C@@H]2C[C@H]3[C@@H](CN2S(=O)(=O)c2ccc(Cl)cc2)C(=O)C[C@@H](c2cccc4ccccc24)N3S(=O)(=O)c2ccc(C)cc2)cc1
45	-2	103	3	CC1CCCC(NC(=O)COC(=O)C2=COCCO2)C1C (stereo unspecified)
46	-15	106	1	C[C@H]1CCCCO[C@H](CN(C)C(=O)C2CCCCC2)[C@@H](C)CN([C@@H](C)CO)C(=O)c2cc(NC(=O)NC3CCCCC3)ccc2O1
47	1	102	-3	O=C1NC(Cc2ccccc2)c2nc3ccc(Cl)cc3c(=O)n2-c2ncccc21 (stereo unspecified)
48	-1	110	0	CC(C)(C)CCN1CCC(CN2CCNC2=S)CC1
49	-2	99	-4	CCN1C(=O)[C@H]2[C@@H](c3ccccc3)N[C@]3(CCCN(Cc4ccc(C)cc4)C3=O)[C@H]2C1=O
50	-1	100	0	CSc1ncnc2c1ncn2CCCNCC1CCCO1 (stereo unspecified)
51	-1	106	-3	Nc1ccn([C@@H]2O[C@H](CNCc3cc(Cl)ccc3OCc3ccc(Cl)cc3)[C@@H](O)[C@H]2O)c(=O)n1
52	0	112	3	O=C(CSc1nnc2n1CCCCC2)NCc1ccccc1
53	-1	91	3	C[C@@H]1CN([C@@H](C)CO)C(=O)CCCn2nncc2CO[C@@H]1CN(C)S(=O)(=O)c1ccccc1F
54	-2	100	-2	C[C@H]1CN([C@@H](C)CO)C(=O)CCCn2nncc2CO[C@@H]1CN(C)C(=O)NC1CCCCC1
55	-1	105	-1	COc1cccc(-c2cc3nc(-c4ccccc4)cc(N4CCN(C(=O)c5ccoc5)CC4)n3n2)c1
56	1	106	-1	COCCCN1C(=O)C(CC(=O)NCCc2ccccn2)CC(C(=O)N2CCOCC2)=C1C (stereo unspecified)
57	-4	106	2	COc1cccc(NC(=O)N(C)C[C@H]2OCc3cn(nn3)CCCC(=O)N([C@@H](C)CO)C[C@@H]2C)c1
58	3	108	2	CC1=C(C(=O)N(C)C)CC(CC(=O)NC(c2ccccc2)c2ccccc2)C(=O)N1CCC1=CCCCC1 (stereo unspecified)
59	4	97	3	CC1(C)CC(=O)C=C(c2ccc(-c3ccc(S(C)(=O)=O)cc3)cc2)C1=O
60	-2	99	0	CC(C)C1C(=O)N(Cc2cn(CC3CCCCC3)nn2)CCS(=O)(=O)N1Cc1ccc(-c2cccc(CO)c2)cc1 (stereo unspecified)
61	5	101	-5	O=C(O)c1ccc(NC2=C/C(=N/S(=O)(=O)c3cccs3)c3ccccc3C2=O)cc1
62	-6	101	0	C=CCC1(CC=C)CC(Cc2cnccn2)N(C(=O)OC(C)(C)C)C1 (stereo unspecified)
63	1	99	1	CCC1NC(=O)c2cc3ccccc3cc2-n2c1nc1ccc(OC)cc1c2=O (stereo unspecified)
64	0	117	-1	N#Cc1ccc(C(=O)N2CCC3CC2c2cc(N4CCCCC4)ccc23)cc1 (stereo unspecified)
65	-4	101	0	C[C@@H]1CCCCO[C@H](CN(C)C(=O)NC2CCCCC2)[C@@H](C)CN([C@H](C)CO)C(=O)c2cc(NC(=O)c3ccccc3)ccc2O1
66	-10	119	0	Cc1ccn2c(CC(C)(C)C)c(-c3ccc(F)cc3)nc2c1
67	-3	98	1	C[C@@H]1CN([C@H](C)CO)C(=O)c2c(c3ccccc3n2C)-c2ccccc2CO[C@H]1CN(C)Cc1ccc(-c2ccccc2)cc1
68	-1	111	0	C=CCOc1ccc(C[C@H](N)C(=O)NC[C@H]2O[C@@H](n3cc(C)c(=O)[nH]c3=O)C[C@@H]2O)cc1
69	0	102	1	Cc1ccccc1CN(C)C[C@@H]1OCc2cnnn2CCCC(=O)N([C@H](C)CO)C[C@H]1C
70	-1	105	-2	C/C=C/c1cnc2c(c1)C(=O)N([C@H](C)CO)C[C@@H](C)[C@@H](CN(C)C(=O)NC1CCCC1)O2
71	-3	99	-1	Cc1ccc(S(=O)(=O)N2C[C@H]3C(=O)C[C@@H](c4ccccc4)N(S(=O)(=O)c4ccc(C)cc4)[C@H]3C[C@H]2c2ccccc2)cc1
72	-2	105	0	COc1ccc(CN2C(=O)C(CC(=O)NCC3CCCCC3)CC(C(=O)N3CCOCC3)=C2C)cc1 (stereo unspecified)
73	-1	100	2	CCn1c(SCC(=O)N(C)c2c(N)n(Cc3ccccc3)c(=O)[nH]c2=O)nnc1-c1cccs1
74	1	99	-1	CCN(CC)C(=O)C1=C(C)N(CCC2=CCCCC2)C(=O)C(CC(=O)NCCCCc2ccccc2)C1 (stereo unspecified)
75	4	108	-2	Cc1cc(C)c2c(=O)n3c(nc2c1)C(CC(C)C)NC(=O)c1cccnc1-3 (stereo unspecified)
